# Screening data deposited in PubChem by several laboratories.
# iPSC survival up: hiPSC single-cell survival enhancement. hit rate 0.044% among 360,000. ATPlite luminescence; 100% = ROCK inhibitor wells, 0% = DMSO. survival enhancement, % at 20 µM; in the data active = survival enhancement above about 18%;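 also: cells exposed to compounds for 16 hours before the ATP read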
# HTR2A ag: activates the mouse 5-HT2A serotonin receptor. CHO-K1 mHTR2A beta-arrestin complementation, luminescence; percent of 30 µM serotonin response. activation, % at 7.6 µM. hit rate 0.66% among 360,000. AID 624169;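 active = activation above a run cutoff, the mean activation of all tested compounds plus 3 SD, cut at about 14% in these data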;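 also: 0% = plate median of compound wells and 100% = 30 µM serotonin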
# Target sequence (P35363 whole entry, looked up): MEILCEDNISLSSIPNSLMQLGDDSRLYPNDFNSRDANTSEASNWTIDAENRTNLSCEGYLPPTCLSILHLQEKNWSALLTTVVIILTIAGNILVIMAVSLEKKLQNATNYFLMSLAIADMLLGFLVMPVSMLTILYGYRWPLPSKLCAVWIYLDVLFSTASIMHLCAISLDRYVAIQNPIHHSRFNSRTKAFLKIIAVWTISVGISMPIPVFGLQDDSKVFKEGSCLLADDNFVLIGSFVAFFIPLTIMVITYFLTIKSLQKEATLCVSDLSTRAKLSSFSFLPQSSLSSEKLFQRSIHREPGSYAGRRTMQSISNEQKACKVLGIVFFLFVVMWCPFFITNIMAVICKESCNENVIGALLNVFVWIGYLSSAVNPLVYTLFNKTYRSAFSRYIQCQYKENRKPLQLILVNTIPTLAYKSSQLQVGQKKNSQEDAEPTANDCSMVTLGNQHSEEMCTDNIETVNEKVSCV
# Peg3 prom inh: Peg3 promoter activity inhibition; AID 588405; HeLa PEG-Prom luciferase reporter, luminescence, overnight; inhibition, % at 20 µM; hit rate 1.7% among 360,000;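 active = inhibition of at least 50% at 20 µM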
# Shn3 3UTR inh: Schnurri-3 reporter inhibition in Clone20 osteoblasts. Clone20 osteoblast Shn3 3'UTR firefly luciferase, 24 h. inhibition, % at 12.5 µM. hit rate 0.52% among 360,000;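 active = mean inhibition of at least 75% with every replicate also reaching 75%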;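 also: 0% = median of neutral control wells and 100% = pilot-screen positive control compound; some compounds past the cut are filed as inactive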
# TRPM1 prom inh: inhibitors of MITF-driven TRPM1 promoter in melanoma cells. SK-MEL-5 TRPM1 promoter luciferase, 24 h. inhibition, % at 12.5 µM. hit rate 0.83% among 330,000;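 active = mean inhibition across replicates of 60% or more, whatever share of single replicates reaches that level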; also: values of inactives mirror those of a sister screen read the other way
# Cardio protect: myocardial damage modulation in H9c2 cells. H9c2 cardiomyocytes, H2O2 injury protection, ATPLite, 2 h. protection from H2O2 cell death, % at 20 µM. hit rate 0.63% among 360,000. AID 588492;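 active = compounds giving at least 50% protection of heart cells from peroxide-induced death in the single-dose screen, raw or plate-pattern-corrected value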;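 also: 0% = DMSO wells with peroxide and 100% = DMSO wells without peroxide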
# CaV13 ICDI inh: Disruptors of the CACNA1D IQ motif to Ca2+-dependent inactivation inhibitor domain association, primary screening, Förster resonance energy transfer in intact living … | inhibition, % at 12.3 µM | hit rate 0.098% among 340,000 | HEK cells, CFP/YFP FRET ICDI-IQ, plate reader, 10 min; percent FRET-ratio fall versus neutral wells | AID 743397;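 active = mean replicate inhibition of at least 30% and at least 1% of replicates passing that level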;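 also: 0% = median of the neutral control wells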
# NR2E3 ag-1: NR2E3 (human) agonism | GST-NR2E3/biotin-RetCOR TR-FRET, 1536-well | AID 2300 | inhibition of corepressor binding, % at 4.78 µM | hit rate 0.12% among 320,000;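 active = percent inhibition above the cutoff of mean plus 3 SD of all tested compounds, set per screening campaign, cut at about 20% in these data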;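 also: 0% = DMSO wells and 100% = biotin wells as full block of FRET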
#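 System: GST-tagged NR2E3 plus biotinylated RetCOR corepressor; Amount: 1.35 nM GST-tagged NR2E3 final; Dosing: single nominal compound dose of 4.8 µM; Schedule: 5 h incubation at 4 °C; Technique: TR-FRET with europium anti-GST and streptavidin-D2, 340 nm excitation; Controls: biotin wells as high control, 0.6% DMSO wells as low control.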
# HIF-2a block: HIF-2a inhibition. 786-0 RCC cells HIF-2a reporter, luciferase luminescence, overnight. inhibition, % at 18.8 µM. hit rate 0.72% among 360,000;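 active = inhibition of the luminescence signal of 40% or more relative to plate controls, in a single-dose primary screen at 18.75 µM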
# NR2E3 ag-2: activates human NR2E3 receptor. hit rate 0.35% among 360,000. AID 602229. CHO-S Gal4-NCOR/VP16-NR2E3 two-hybrid, luciferase. Q9Y5X4. inhibition of corepressor binding, % at 3.98 µM;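 active = inhibition above the mean of all tested compounds plus 3 SD, cut at about 70% in these data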;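 also: 0% = DMSO with NR2E3 transfected cells and 100% = cells lacking NR2E3 construct; higher means lower luciferase signal from less NR2E3 corepressor binding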
# PDI turbidity: blocks human protein disulfide isomerase activity. P07237. PDI insulin aggregation turbidity, A650, 90 min. inhibition, % at 10 µM. hit rate 0.052% among 350,000. AID 588391;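 active = mean inhibition across replicates of 30% or more, whatever share of single replicates reach that level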;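 also: absorbance from insulin aggregation driven by PDI reduction with DTT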
# Target sequence (P07237 whole entry, looked up): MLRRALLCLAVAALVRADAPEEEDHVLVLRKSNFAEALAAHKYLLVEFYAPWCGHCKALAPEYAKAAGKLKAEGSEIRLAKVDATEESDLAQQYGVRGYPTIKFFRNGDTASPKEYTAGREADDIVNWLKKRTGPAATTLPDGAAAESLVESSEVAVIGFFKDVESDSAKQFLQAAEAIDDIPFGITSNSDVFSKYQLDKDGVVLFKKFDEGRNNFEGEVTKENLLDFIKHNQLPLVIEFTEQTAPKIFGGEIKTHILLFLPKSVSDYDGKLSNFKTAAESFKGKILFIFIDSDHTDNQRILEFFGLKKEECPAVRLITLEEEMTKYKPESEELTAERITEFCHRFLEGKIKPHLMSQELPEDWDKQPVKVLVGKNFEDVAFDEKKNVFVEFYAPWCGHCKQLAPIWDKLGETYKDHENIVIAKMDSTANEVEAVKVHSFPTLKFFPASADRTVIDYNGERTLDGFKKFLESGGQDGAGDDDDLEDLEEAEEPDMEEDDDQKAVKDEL
# Starred values were filed as active, the others as inactive; . = not tested or not shown. The order is random, and some 3.9% of all compounds hit somewhere here.
smiles	Shn3 3UTR inh	HIF-2a block	Cardio protect	Peg3 prom inh	CaV13 ICDI inh	NR2E3 ag-1	iPSC survival up	PDI turbidity	HTR2A ag	TRPM1 prom inh	NR2E3 ag-2
C/C(O)=C(/N=O)C(=O)Nc1ccccc1	-16	6	0	-7	-8	2	-0.3	7	-1	9	-19
Cc1cc(N2CCN(Cc3cn(C)nc3-c3cccc(Cl)c3)CC2)cc(C)n1	9	17	1	36	-6	3	-0.2	3	-5	10	4
CCOc1ccccc1NC(=S)NC1CCCCC1	15	9	-7	7	-4	-4	-2.6	-1	-1	-16	4
Cc1cc(NC(=O)CCC(=O)N(CC(=O)NCC2CCCO2)c2cccc(C)c2C)no1 (stereo not drawn)	-11	11	1	6	-4	-2	-0.1	8	-1	.	-17
Cc1cccc(OC(C)C(=O)N2CCCc3ccccc32)c1 (stereo not drawn)	10	-5	-2	10	-3	1	0.0	3	-2	5	13
CCOc1ccccc1NC(=O)COc1ccc2c(c1)OCO2	-13	-83	-1	-78	-4	8	0.3	-3	7	-12	-25
Cc1ccc(NCCC(=O)c2cccc([N+](=O)[O-])c2)c(C)c1	-17	-170	-11	-166	-4	1	-1.6	-5	-1	-31	-27
OC(c1ccccc1)c1nc(-c2cncnc2)cs1 (stereo not drawn)	-17	12	-2	9	-4	.	-1.2	-1	5	.	-43
Nc1c(C(=O)NCc2ccco2)nnn1-c1ccccc1	-28	-167	-2	-127	-4	3	-2.2	0	0	-42	-30
CCC(C)Sc1nc2c(c(=O)[nH]c(=O)n2C)n1Cc1ccc(Cl)cc1 (stereo not drawn)	24	28	-12	35	-4	0	-3.0	-3	3	-17	19
C[C@@H](c1ccccc1)N1C[C@@H](COCc2ccccc2)Oc2cc(N3CCC[C@H]3C(N)=O)ccc2S1(=O)=O	.	3	.	.	-7	.	0.0	.	-3	.	-8
CN(C)c1nc(Cl)nc(NCCOc2ccccc2)n1	0	-35	1	-32	-17	0	4.9	4	-4	-11	-7
CC(=O)c1ccc(OCCCC(=O)NCC(c2ccco2)N(C)C)cc1 (stereo not drawn)	-2	13	3	-9	-4	-2	4.2	-2	0	10	7
Cc1nc2nc(SCc3nc4ccccc4[nH]3)[nH]c2cc1Br	5	11	-3	4	-5	-1	-0.5	3	-6	.	-30
NC(=O)[C@@H]1CCCN1Cc1nc(Cc2ccccc2Cl)no1	-4	2	-6	3	1	-2	-0.1	-4	9	-10	30
Cc1cccc(C)c1OCc1cc(C(=O)N2CCC[C@H]2C(N)=O)no1	-8	-20	-3	-19	-5	.	-0.5	3	2	-6	-22
O=C(OCc1ccc([N+](=O)[O-])cc1)C1CC(=O)N(Cc2ccccc2Cl)C1 (stereo not drawn)	4	2	1	3	.	2	-0.4	-1	5	6	-15
CCN1C(=O)/C(=C\N(C)C)S/C1=N\S(=O)(=O)c1ccc(C)cc1	16	4	25	6	7	-3	-0.4	6	-1	5	-29
O=C(Cn1c(=O)oc2ccccc21)Nc1ccc(F)c(F)c1	-7	8	-2	2	-4	0	-0.5	7	-1	16	-14
Cc1ccc(CNC(=O)c2ccc(COc3ccccc3)cc2)cc1	-10	-46	-4	-41	-3	0	6.7	2	-7	-14	-37
COc1cc([N+](=O)[O-])ccc1NC(=O)COC(=O)C1=NN(c2ccccc2)C(=O)CC1	-14	14	-5	-10	-6	.	0.3	1	9	7	-12
COc1ccccc1NC(=O)CN1CCN(C2c3ccccc3-c3ccccc32)CC1	21	9	-15	49	.	1	9.9	-4	-6	5	-30
COc1cccc(Cl)c1NC(=O)N1CCN(c2ccnc3cc(Cl)ccc23)CC1	18	17	-5	20	-12	3	-0.5	-3	-4	-27	-2
CCOc1ccc(CCNC(=O)C2CCCN(S(=O)(=O)N3CC(C)CC(C)C3)C2)cc1OCC (stereo not drawn)	6	2	-3	10	-6	-2	-0.5	1	-7	10	-29
COc1ccc(Cl)cc1NC(=O)Nc1ccc(Br)cn1	41	-1	-3	15	-7	0	-0.7	-13	-1	25	21
Cc1nnc(NC(=O)CSc2nnc(CNC(=O)c3ccccc3F)n2C(C)C)s1	-8	11	6	-5	-2	.	0.7	-2	9	0	-11
O=C(OCC(=O)N1CCCc2ccccc21)c1cccc(C(F)(F)F)c1	9	6	-4	14	-7	1	-0.4	4	-9	4	-16
Cc1ccc(C2CN(c3ccccc3)CC2C(=O)c2ccc(F)cc2)cc1 (stereo not drawn)	17	-18	-11	26	-5	1	-3.1	-3	5	-4	2
COc1ccc(OC)c(NC(=S)NCCSc2ccc(C)cc2)c1	7	23	-3	2	-7	1	-0.3	5	-3	6	3
FC(F)(F)c1cc(-c2ccco2)nc(NCc2ccc(Cl)cc2)n1	45	9	-14	24	-5	-2	-0.6	-12	-5	2	-6
COc1ccc(-c2cc(C(F)F)n3ncc(C(=O)N4CCN(C(=O)c5ccco5)CC4)c3n2)cc1	3	8	-2	13	-5	5	0.4	-4	-8	15	35
CCn1ncc(NC(=S)Nc2ccc3c(c2)OCO3)c1C(N)=O	-13	-87	-3	-34	-5	5	1.7	-2	2	-12	-38
COc1ccc(N=CC2=C(O)CCCC2=O)cc1	-15	-87	8	-18	-4	-3	4.1	2	7	2	-26
O=C(O)CC/C(=N\Nc1ccc([N+](=O)[O-])cc1)c1ccccc1	9	-7	8	-3	-7	4	-0.7	21	-1	0	-55
O=[N+]([O-])c1cc(-c2csc(NCCc3nc4cc(Cl)c(Cl)cc4n3CCCO)n2)ccc1Cl	-28	3	8	92*	-12	4	0.3	-7	-3	-21	-21
COc1ccc2c(c1)CCCN2S(=O)(=O)c1ccc(Cl)cc1	7	16	-17	40	-5	2	0.6	3	-1	-2	-7
Cc1nn(Cc2noc(C(=O)NCCCn3ccnc3)n2)c(C)c1Br	-22	7	2	4	-7	0	-0.1	0	9	11	2
COc1ccc(Cc2nnc(Cl)c3ccccc23)cc1OC	0	5	34	-4	-5	-2	2.6	3	-3	19	2
Cn1cc(Cl)c(-c2n[nH]c(=S)n2-c2ccccc2)n1	5	11	3	9	-4	27*	0.3	-4	1	1	-14
CCCN(CC(=O)Nc1ccccc1C)C(=O)c1ccc(-c2ccccc2)cc1	6	-9	-2	4	-4	0	0.7	-5	1	1	-1
COc1ccccc1C(=O)N1CCN(Cc2nc3cc([N+](=O)[O-])ccc3n2C)CC1	-1	10	9	16	-2	3	-0.3	4	3	2	-7
CCN(Cc1cc(=O)n2cc(Cl)c(C)c(Cl)c2n1)Cc1nc2ccccc2c(=O)[nH]1	33	7	18	10	-2	-1	-0.4	1	-3	-13	4
CCOC(=O)c1c(SC)nc(SC)c2c1CCC2	-13	6	-16	-2	.	5	9.9	-6	8	-13	8
Cc1ccccc1Nc1nc(N)nc(COC(=O)CC2CC3CCC2C3)n1 (stereo not drawn)	2	0	-7	14	-5	3	0.7	18	-1	-9	10
O=C(CN1C(=O)C2CC=CCC2C1=O)Nc1ccc(F)cc1F (stereo not drawn)	-22	5	15	0	-3	3	2.4	-17	-8	0	21
COc1ccc(OC)c(C(=O)CSc2nc3c(c(=O)n(C)c(=O)n3C)n2C(C)C)c1	14	-6	9	22	-5	.	2.6	-3	0	-27	6
OCCCc1n[nH]c(=S)n1-c1ccccc1	9	6	-1	32	-6	-2	-2.1	2	1	-9	-17
CN1CCN(C(=O)Nc2ccc([N+](=O)[O-])cc2)CC1	-12	7	-4	3	-2	-5	-0.3	1	-1	-9	0
COc1cc(-c2ccc(NC(C)=O)c(OC)c2)ccc1NC(C)=O	-15	-2	0	3	-14	-4	0.4	1	1	3	-27
CS(=O)(=O)c1ccc(NC(=O)CCCc2nc3ccccc3c(=O)[nH]2)cc1	7	13	9	-5	-5	0	-0.5	-5	0	-2	8
O=C(CCc1ccc(F)c(F)c1)NC1CCCN(Cc2ccc(Cl)cc2)C1 (stereo not drawn)	9	5	0	7	-9	2	-0.5	-3	3	-4	11
Cc1ccc(NC(=S)NC2CCN(Cc3ccccc3)CC2)cc1C	9	11	-12	12	2	0	-2.0	-7	-11	7	-11
O=C(CSc1ccc(-c2ccco2)nn1)NCc1ccc(Cl)cc1	-7	12	1	-1	-3	1	-0.5	-1	-2	-5	-4
COc1ccc(CN(CC(=O)NC2CCCC2)C(=O)CCC(=O)Nc2cc(C)on2)cc1	-3	3	6	9	.	3	1.4	-2	4	5	5
CCOC(=O)c1c(C=O)c(C)n(Cc2ccccc2)c1C	7	9	-2	30	-5	0	-2.7	-6	5	7	-34
N#C/C(=C/c1ccc(N2CCCC2)c([N+](=O)[O-])c1)c1nc2ccccc2[nH]1	-12	-156	1	-99	-4	-2	1.6	1	1	-17	-19
O=C(CC(=O)NN=C1CCCCCC1)NCc1cccnc1	23	14	5	-5	-6	5	1.7	-2	2	-1	-5
Cc1nnc(NC(=O)C2CCCO2)s1 (stereo not drawn)	6	7	4	2	-5	-4	-4.2	3	6	1	16
O=C(CSCc1ccc(Br)cc1)NCc1ccccn1	14	5	-9	-8	-6	0	-0.5	0	3	13	-23
COc1ccc(S(=O)(=O)Cc2ccc(C(=O)NCCCN3CCc4ccccc4C3)o2)cc1	-1	15	24	20	-3	2	-1.6	.	-5	5	-13

# More structures
smiles	Shn3 3UTR inh	HIF-2a block	Cardio protect	Peg3 prom inh	CaV13 ICDI inh	NR2E3 ag-1	iPSC survival up	PDI turbidity	HTR2A ag	TRPM1 prom inh	NR2E3 ag-2
O=C(NCCCO)/C(=C\c1ccco1)NC(=O)c1ccco1	10	21	6	5	-10	-4	-0.4	-70	0	-6	-1
Cc1cccc(NC(=O)CCC(=O)N/N=C/c2cc([N+](=O)[O-])ccc2O)c1	-10	8	58*	32	-6	-3	-2.1	-22	1	18	6
CCOC(=O)c1sc(NC(=O)CSc2nc(-c3ccco3)cc(C(F)(F)F)n2)c(C(=O)OCC)c1C	3	10	-6	22	3	.	-0.2	-4	-4	-19	4
CC(NC(=O)c1ccc2ccccc2n1)c1ccc(S(N)(=O)=O)cc1 (stereo not drawn)	-6	10	-7	7	-7	3	-0.5	11	17*	17	-20
COc1cccc(NC(=S)N2CCN(S(=O)(=O)c3ccc(F)cc3)CC2)c1	2	20	3	23	-6	.	-0.2	0	-1	6	-3
CC(CN1CCCCC1)OC(=O)COc1ccc(Cl)cc1 (stereo not drawn)	2	7	0	-17	-5	4	-0.7	1	-2	-4	12
